Shiga toxin inh: A qHTS for Small Molecule Inhibitors of Shiga Toxin; Vero cells, Shiga toxin protein synthesis inhibition reporter; inhibition, % at 38.7 µM; 290,000 compounds, 9.2% hits; AID 2315, 2010; in the data active means inhibition mostly above about 28%, no sharp cut-off; inactive means mostly below about 43%; further: 0% is about no effect
HCV inhibitor: qHTS Assay for Inhibitors of Hepatitis C Virus (HCV); Huh7.5.1 HCVcc-Cre infection, luciferase reporter, 44 h; 340,000 compounds, 3.4% hits; Potency, µM (doses to about 41.8 µM), for inactives: at the top dose activity change, negative = inhibition, actives largely listed as inhibitors; further: potency means the concentration at half of the fitted maximal effect; on the % scale 0 is the no-effect control and ±100 the full control effect
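A cell-based infection assay in which seeded cells (1,000 per well) receive test compound after 4 h, are inoculated with HCVcc-Cre at approximately 0.5 moi, and are incubated 44 h before luminescence detection.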
Pf growth 96h: Primary qHTS for delayed death inhibitors of the malarial parasite plastid, 96 hour incubation | Potency, µM (series often up to 28.7 µM), without a hit: top-dose activity change, negative = inhibition, hits mostly inhibitors | AID 504834, 2011 | 320,000 compounds, 6.9% hits | P. falciparum luciferase reporter growth, 96 h; further: potency means the concentration at half of the fitted maximal effect; on the % scale 0 is the no-effect control and ±100 the full control effect
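Luminescence readout: decreased luciferase signal marks inhibited growth of reporter-expressing P. falciparum in infected red cells (2% hematocrit, 0.05% parasitemia final), exposed to compound two generations (96 h, 37 C, 5% CO2).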
Giardia FBPA inh: qHTS Assay for Inhibitors of Fructose-1,6-bisphosphate Aldolase from Giardia Lamblia. purified Giardia FBPA. Potency, µM (top dose mostly 59.6 µM), for inactives: top-dose activity, negative = inhibition, most hits filed as inhibitors. 290,000 compounds, 0.71% hits. AID 2451, 2010; further: potency means the concentration at half of the fitted maximal effect; on the % scale 0 is the no-effect control and ±100 the full control effect; nearly all actives have a fitted effect of over 55% in size
Target sequence (A8B2U2 whole entry, looked up): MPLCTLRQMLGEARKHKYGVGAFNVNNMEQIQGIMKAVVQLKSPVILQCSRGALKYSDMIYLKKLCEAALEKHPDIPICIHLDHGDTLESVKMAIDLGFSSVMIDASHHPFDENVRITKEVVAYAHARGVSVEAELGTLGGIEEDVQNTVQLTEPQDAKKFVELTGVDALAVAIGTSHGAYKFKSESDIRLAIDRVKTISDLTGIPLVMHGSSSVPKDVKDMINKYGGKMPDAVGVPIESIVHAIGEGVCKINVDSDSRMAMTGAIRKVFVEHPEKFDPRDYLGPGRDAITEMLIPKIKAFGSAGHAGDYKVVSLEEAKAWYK
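Giardia FBPA (40 nM reagent) was preincubated 10 min at RT with compound (up to 57.5 uM final), then substrate plus GAPDH/TPI/NAD/arsenate coupling system with diaphorase/resazurin was added; resorufin fluorescence (525/598 nm) was read after 20 min.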
Pf growth 48h: Primary qHTS for delayed death inhibitors of the malarial parasite plastid, 48 hour incubation. P. falciparum luciferase growth in erythrocytes, 48 h. Potency, µM (highest dose often 28.7 µM), inactives show at the top dose activity change, negative = inhibition, most hits filed as inhibitors. 310,000 compounds, 5.9% hits. AID 504832, 2011; further: potency means the concentration at half of the fitted maximal effect; on the % scale 0 is the no-effect control and ±100 the full control effect
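In quantitative HTS format, infected erythrocytes bearing luciferase-reporter parasites were treated for a single generation at 37 C. Luminescence after adding detection reagent served as the growth measure.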
CHX counter: Cycloheximide Counterscreen for Small Molecule Inhibitors of Shiga Toxin; cell reporter, cycloheximide protein synthesis inhibition counterscreen; max response, %; 300,000 compounds, 12% hits; AID 2314, 2010; in the data active means max response mostly above about 13%, no sharp cut-off; inactive means mostly below about 14%; further: read at 38.3 µM for the half of the compounds with a filed dose; 0% is about no effect
* marks the source's active call; other numbers are inactive results; i = inactive; ? = inconclusive; . = not tested or not shown; & = joins results of further samples; [ ] = another dose, or the depositor's remark. Unless noted, the call rests on the fitted dose curve; in most records, active means well fitted curve in the direction sought with a large enough effect; inconclusive means small, poorly fitted or top-dose-only effect, or another doubt; inactive means no such curve, though single readings can be large; an effect the other way counts as inactive or inconclusive.

SMILES	Shiga toxin inh	HCV inhibitor	Pf growth 96h	Giardia FBPA inh	Pf growth 48h	CHX counter
Nc1cc(C(F)(F)F)cc2c1SCC(=O)N2	14	1%	-2%	-1%	1%	-2
CCc1nnc(NC(=O)NC(C)(C)C)s1	95	13%	34%[activator]	-3%	.	24*
CN1CCN(c2ccc(S(=O)(=O)N3CCCCC3)cc2NC(=O)c2ccc(C#N)cc2)CC1	-3	12%	?	0%	?	-3
Cc1cc(F)ccc1NCc1ccc([N+](=O)[O-])cc1	71*	-22%	?	-7%	-15%	30*
C=C(C)CNC(=S)N/N=C/c1ccco1	24	5%	?	-25%	?	13
CC(=O)c1cccc(NC(=O)NC2CCCCCCC2)c1	50	-2%	?	1%	27%	36*
COC(=O)c1[nH]c2cc(C)ccc2c1NC(=O)CN1CCCc2ccccc21	i	-21%	?	.	?	48*
CC(NC(=O)c1ccc(S(=O)(=O)NCc2ccco2)cc1)c1ccc(F)cc1 (stereo unspecified)	.	-19%	?	.	-21%	.
CC(C)C1Nc2c(C(=O)O)cccc2C(Nc2ccccc2C(=O)O)C1(C)C (stereo unspecified)	-8	21%	47%[activator]	-12%	15%	6
COc1ccc(NC(=O)CC2C(=O)N(c3ccc(OC)cc3)C(=O)N2CCN2CCN(C)CC2)cc1 (stereo unspecified)	11	-15%	.	2%	2%	11
O=C(Nc1ccccc1C(F)(F)F)c1cc(-c2cccc(O)c2)on1	27	-1%	10µM*	2%	11%	20*
CCCS(=O)(=O)Nc1c(C(=O)O)[nH]c2ccccc12	10	-5%	-8%	0%	-8%	2
CCOC(=O)C1CCN(C(=O)COc2ccc(Cl)cc2Cl)CC1	-5	-7%	3%	5%	2%	1
CCOC(=O)Cn1nc(C)c(NC(=O)CCc2ccccc2)c1C	8	21%	21%	7%	2%	6
O=C(O)c1cccc(S(=O)(=O)N2Cc3ccccc3C2)c1	-3	24%&34%	17%	?	17%	-5
Cc1cccc(CS(=O)(=O)c2ncc(Cl)c(C(=O)NCc3ccc4c(c3)OCO4)n2)c1	12	1%	15%	-12%	7%	8
O=C(c1cccc(-n2cnnn2)c1)N1CCOCC1	0	22%	-1%[5.75 µM]	1%	-1%	-2
Cc1[nH]n(-c2ccccc2)c(=O)c1/C=C1\C=NN=C1c1ccccc1	98*	23%	21%	-13%	17%	67*
S=C(Nc1ccc(Br)cc1)N1CCN(C2CCCCC2)CC1	-6	-4%	44%[activator]	26%	-6%	-1
CC(OC(=O)c1ccc(Cl)c(S(=O)(=O)N2CCc3ccccc32)c1)C(=O)Nc1ncc(Cl)cc1Cl (stereo unspecified)	-3	-3%	17%	1%	-1%	0
O=C(CN1C(=O)NC2(CCCC2)C1=O)OCCOc1ccc(Cl)cc1Cl	.	2%	40%[activator]	.	43%[activator]	.
N#Cc1ccccc1CN1C(=O)S/C(=C/c2cccn2-c2cccc(C(=O)O)c2)C1=O	-8	4%	69%[activator]	8%	-2%	-2
O=C(N/C=C\n1cnc2cc(C(F)(F)F)ccc21)c1ccc([N+](=O)[O-])cc1	-8	8%	-9%	17%	?	1
CC(=O)Nc1ccc(NC(=O)COC(=O)C2(c3ccc(Cl)cc3)CCCC2)cc1	-2	?	-13%	0%	-17%	-3
COC(=O)CCSCc1cn2cc(Cl)ccc2n1	23	-12%	18%	-9%	15%	16*

One compound at a time, from the list above. Screens in order: Shiga toxin inh, HCV inhibitor, Pf growth 96h, Giardia FBPA inh, Pf growth 48h, CHX counter
S=C(Nc1ccc(Br)cc1)N1CCN(C2CCCCC2)CC1 across the screens: -6, -4%, 44%[activator], 26%, -6%, -1
Cc1cccc(CS(=O)(=O)c2ncc(Cl)c(C(=O)NCc3ccc4c(c3)OCO4)n2)c1 across the screens: 12, 1%, 15%, -12%, 7%, 8

Next section.
SMILES	Shiga toxin inh	HCV inhibitor	Pf growth 96h	Giardia FBPA inh	Pf growth 48h	CHX counter
CCc1ccc2c(c1)/C(=C/C(=O)c1cccs1)C(=O)N2	-33	22µM*	47%[activator]	-18%	9%	-8
CNC(=O)OCC[N+](C)(C)C	.	.	-14%	-2%	-2%	.
C#CCOCCOCCOCCNc1nc(N2CCN(C(=O)C([C@@H](C)CC)n3cc(C(N)CO)nn3)CC2)nc(N2CCN(C(=O)[C@H](CCC(=O)O)n3cc(C(N)Cc4ccc(O)cc4)nn3)CC2)n1 (stereo partly specified)	1	.	36%[activator]	-2%	41%[activator]	-4
Cc1ccsc1C(=O)Nc1ccc(O)c(-c2nc3ccccc3s2)c1	45	?	63%[activator][5.75 µM]	0%	41%[activator][5.75 µM]	18*
O=C(Cc1ccccc1)NCC(=O)N1CCC2(CC1)NCCc1[nH]cnc12	14	-2%	48%[activator]	.	0%	7
O=C(Nc1cc(S(=O)(=O)N2CCOCC2)ccc1N1CCCC1)c1ccc2c(c1)S(=O)(=O)c1ccccc1C2=O	-19	-10%	?	?	?	-2
CC(C)(C)C1CCc2c(sc3nc(SCC(=O)O)nc(N)c23)C1 (stereo unspecified)	34	-18%	14%	7%	31%[activator]	16*
O=C(CSc1nc2ccccc2s1)Nn1cnnc1	15	4%	.	-2%	27%	-2
CN1CCN(S(=O)(=O)c2ccc(Br)c3nsnc23)CC1	-7	-6%	.	3%	-11%	11
CCN(CC)C(=O)C1CCCN(Cc2sccc2C)C1 (stereo unspecified)	-17	-6%	19%	-23%	.	-2
CCn1nnc2cc(C(=O)Nc3cc(OC)cc(OC)c3)ccc21	.	?	39%[activator]	.	10%	.
CCCCN1C2CCCC1CC(NC(=O)c1cccc(Cl)c1)C2 (stereo unspecified)	.	6%	?	-3%	?	-1
Cc1cc(=O)n(CC(=O)NC2CC2)c2c1c(C)nn2-c1ccccc1	-6	-2%	17%	18%	13%	1
Cc1nc2c(C)cccn2c(=O)c1NC(=O)c1ccc(Br)o1	.	-1%	56%[activator]	.	-7%	.
Cc1cc(C)cc(NC(=O)C2C3C=CC4(O3)C2C(=O)N(CCCN2CCCC2)C4C(=O)NC2CCCC(C)C2C)c1 (stereo unspecified)	-12	-21%	26%	1%	-54%	-4
CCC[n+]1c(C)sc2c(OC)ccc(OC)c21	-12	-17%	-5%	-18%	4%	-2
CCN(CC)c1ccc2c(C)c(Cl)c(=O)oc2c1	24	-14%	?	18µM*	2%	10
Cc1ccc(S(=O)(=O)N2CCN(C(=S)NCC3CCCO3)CC2)cc1 (stereo unspecified)	.	4%	3.3µM*	.	3.7µM*	.
COC(=O)C1=C(c2ccc(OC)c(OC)c2)C[C@@H]2CC[C@H]1N2C(=O)NC1Cc2ccccc2C1	.	-23%	?	.	?	.
Cc1c(NC(=O)COC(=O)/C=C/c2cccc(Br)c2)c(=O)n(-c2ccccc2)n1C	.	-3%	-3%	.	2%	.
OC(COC(c1ccc(F)cc1)c1ccc(F)cc1)CN1CCc2ccccc2C1 (stereo unspecified)	-4	?	?	-23%	?	-6
CCC(C)(c1ccc(C(=O)OC)s1)c1ccc(C(=O)OC)s1	10	7%	3%	-1%	?	-5
c1ccc(-c2cnn3c(-c4ccccc4)c(-c4ccccc4)nc3n2)cc1	-11	?	-6%	-1%	15%	5
CC(C)C[C@H](NC(=O)N1CC(=O)Nc2ccccc21)C(=O)N[C@H](Cc1c[nH]c2ccccc12)C(=O)O	1	-74%	?	-12%	16%	5
CC(C)OCCCNC(=O)CN1C(=O)c2cccc3cccc1c23	-2	7%	-27%	-3%	-14%	1

Next results follow.
SMILES	Shiga toxin inh	HCV inhibitor	Pf growth 96h	Giardia FBPA inh	Pf growth 48h	CHX counter
c1ccc2c(c1)CSc1sccc1C2=C1CCNCC1	-13	16µM*	10µM*	0%	12µM*	-4
COc1ccc(S(=O)(=O)N2CCCN(S(=O)(=O)c3ccc(OC)cc3C)CC2)c(C)c1	12	0%	?	5%	?	-5
CN(C)/C=N/NC(=O)C1Cc2c(ccc3ccccc23)O1 (stereo unspecified)	-4	-3%	44%[activator]	3%	?	-3
CCCCC(=O)Nc1nnc(S(=O)(=O)N2CCCCCC2)s1	-5	3%	12%	.	14%	10
O=c1c2c(-c3ccc([N+](=O)[O-])cc3)csc2nc2n1CCC2	-9	2%	-9%	-12%	-21%	4
O=C(Nc1ccc(Cl)c(C(F)(F)F)c1)NC1CC2CCCC(C1)N2Cc1ccccc1 (stereo unspecified)	-16	25µM*	?	-2%	?	-9
CCCc1ccc(OCC(O)CN2CCN(C(=O)OCC)CC2)cc1 (stereo unspecified)	-4	0%	40%[activator]	-26%	8%	-3
O=S(=O)(N/N=C/c1ccccc1F)c1ccccc1	-6	10%	0%	-8%	-2%	9
Cc1cccc(Nc2nc(N)nc(CC(=O)CSc3ccc(Cl)cc3)n2)c1	-14	-4%[0.335 µM]	?	6%	0%	-6
COc1ccccc1NS(=O)(=O)c1cc(NC(=O)c2ccncc2)ccc1N1CCCC1	2	?	?	-29%	?	-3
COc1cc(CNCCO)ccc1OCC(=O)Nc1ccc(Br)cc1	23	5.6µM*	.	4%	?	24*
Cn1cnnc1SCC(=O)Nc1ccc(N2CCOCC2)cc1	-1	-16%	33%	2%	236%[activator]	8
O=C(c1ccco1)N1CCN(C(=O)c2ccccc2[N+](=O)[O-])CC1	-9	9%	28%	-1%	13%	-3
NC1=NC(c2cccc(O)c2)n2c(nc3ccccc32)N1 (stereo unspecified)	14	10%	175%[activator]	-1%	12%	-6
O=C(NCCN1C(=O)C2C3C=CC(C3)C2C1=O)N1CCCCC1 (stereo unspecified)	9	4%	?	3%	14%	-1
N#C/C(=C\c1cccs1)C(=O)Nc1ccccn1	40	2%	3%	1%	18%	36*
CCOC(=O)N1CC=C2C(C#N)=C(N)C(C#N)(C#N)[C@H](c3ccc(OC(C)C)c(OCC)c3)[C@H]2C1	-8	?	-19%	-8%	5.2µM*	9
COc1cccc(NC(=O)CSc2nc(N)cc(N)n2)c1	10	14%	1%	3%	22%	1
CCOC(=O)CSc1nc(N)c(C#N)c(CC(C)C)c1C#N	-22	7%	-6%	0%	31%[activator]	-4
COCC(=O)NC1CCN(S(=O)(=O)c2ccc(C(=O)O)cc2)CC1	-7	8%	?	22%	-2%	0
CCOc1ccc2nc(SC3CC(=O)N(c4ccc(OC)cc4)C3=O)sc2c1 (stereo unspecified)	31	10%	17%	-1%	72%[activator]	2
COc1ccccc1C(=O)NC(=O)COC(=O)c1ncc(Cl)c(Cl)c1Cl	.	-9%	67%[activator]	.	37%[activator]	.
CCN1CCN(CC(=O)N2c3ccccc3CC2C)CC1 (stereo unspecified)	-5	-4%	56%[activator]	?	39%[activator]	-2
CCOC(=O)CN1C(=O)N(CC)C(C)=C(C(=O)OC)[C@@H]1c1ccccc1	-2	6%	75%[activator]	7%[12.9 µM]	46%[activator]	-4
COc1nc(-c2ccccc2)nc(C)c1CC(=O)O	-4	-7%	-2%	14%	31%[activator]	-1

Going on with the list:
SMILES	Shiga toxin inh	HCV inhibitor	Pf growth 96h	Giardia FBPA inh	Pf growth 48h	CHX counter
COCCCNC(=O)c1cc2c(=O)n3cccc(C)c3nc2s1	24	13%	?	1%	17%	4
Cc1ccc(NC2CCCCC2NS(=O)(=O)c2ccccc2)c(C)c1 (stereo unspecified)	11	?	?	.	?	3
CCc1nc2scc(-c3ccc(C)cc3)c2c(=O)n1N	-3	-23%	-10%	-6%	-7%	-2
Cc1ccc(/C=N/n2nnnc2N)o1	-15	12%	-4%	-7%	.	-6
C=CCN1C(=O)CSc2ccc(C(=O)NCc3ccc(F)cc3)cc21	-3	-29%	22%	.	3%	5
CNC(=O)C(=O)NCC1CCCN1S(=O)(=O)c1cccs1 (stereo unspecified)	.	-3%[8.37 µM]	-1%	.	4%	.

Screening results from PubChem.
